NCI-60 one-dose screen, 48 h, at 10 µM unless noted. Numbers give growth in % (100 = growth as untreated, 0 = no growth, -100 = all killed).
UACC-62: UACC-62 melanoma; 81,000 compounds, 5.4% hits; AID 1794756
MALME-3M: MALME-3M melanoma. 78,000 compounds, 5.8% hits
LOX IMVI: LOX IMVI melanoma. 79,000 compounds, 7.4% hits. AID 1794757
SK-MEL-2: SK-MEL-2 melanoma | 77,000 compounds, 4.7% hits | AID 1794763
HS 578T: HS 578T breast cancer. 78,000 compounds, 4.1% hits
UACC-257: UACC-257 melanoma. 78,000 compounds, 4.4% hits
T-47D: T-47D breast cancer. 79,000 compounds, 5% hits. AID 1794792
BT-549: BT-549 breast cancer. 78,000 compounds, 4.4% hits. AID 1794793
An asterisk follows results filed as active; nt = no result given; [ ] = another dose, or the depositor's remark. How the source made its calls: active means growth percent below 10; inactive means the rest.

nr	molecule	UACC-62	MALME-3M	LOX IMVI	SK-MEL-2	HS 578T	UACC-257	T-47D	BT-549
1	COc1ccc(C/C(C)=C(\c2ccc(Cl)cc2)c2ccc(OCCN3CCCCCC3)cc2)cc1	93	104	90	91	98	95	57	95
2	O=C1CSC(c2ccccc2)N1c1nnc(Cn2cnnc2)o1 (configuration not stated)	82	96	90	nt	98	98	91	115
3	COc1cc(/C=N/c2cc(C(C)(C)C)nn2-c2ccccc2)ccc1O	89	110	98	105	96	112	78	97
4	CCOC(=O)c1ccc(NC(=O)CSC(N)=O)cc1	97	145	86	99	105	107	131	94
5	CCCCCN(CCCCC)C(=O)c1ccccc1	84	nt	95	115	95	106	122	100
6	C=CCNC(=S)Nc1cccc(C(F)(F)F)c1	96	85	102	119	95	85	95	109
7	Cc1cc(=O)oc2cc(OCc3cn(CCNc4nc(-c5ccc(Br)cc5)cn5ccnc45)nn3)ccc12	50	74	68	91	74	69	39	52
8	Cc1ccc(S(=O)c2ccc([N+](=O)[O-])c3nonc23)cc1 (configuration not stated)	108	81	74	112	96	100	59	95
9	COc1ccc(-c2nc3c(-c4ccccc4)c(Nc4ccccc4)nn3c(N)c2C#N)cc1	94	97	90	91	90	105	69	116
10	COc1cc(OC)c(/C=C/S(=O)(=O)Cc2ccc(OC)c(NC(=O)CCC(=O)NO)c2)c(OC)c1	14	64	10	47	16	59	86	14
11	Cc1ccc(NCC(=O)Nc2ccc(-c3nc4ccccc4s3)cc2)cc1	85	122	77	107	103	95	66	65
12	CN(C)CCCn1c2c(c3ccc(-c4ccn[nH]4)cc3c1=O)C(=O)c1ccccc1-2	50	40	15	121	69	70	43	56
13	c1ccc2c(c1)Nc1ccc3ccccc3c1S2	81	93	71	110	80	88	59	87
14	CC(C)N(CCOC(=O)c1ccc([N+](=O)[O-])cc1)CCOC(=O)c1ccc([N+](=O)[O-])cc1	102	95	97	106	106	103	92	103
15	CC(C)C[C@H](NC(=O)Cn1ccc2ccccc2c1=O)B(O)O	50	40	51	63	90	42	40	58
16	COc1cccc(O)c1O	45	67	54	72	nt	72	84	82
17	O=S(=O)(NC1C2c3ccccc3C(c3ccccc32)C1O)c1ccc(Cl)c(Cl)c1 (configuration not stated)	85	115	101	102	101	109	91	104
18	CCCCCCN(CCCCCC)CC(=O)c1ccc2cc(Cl)c3ccccc3c2c1	91	106	93	96	98	96	77	107
19	CC(=O)c1ccccc1NC(=O)C(C)(c1ccccc1)c1ccccc1	71	83	82	70	34	86	68	76
20	NS(=O)(=O)c1ccc(CCn2c(=O)c3cc4c(=O)n(CCc5ccc(S(N)(=O)=O)cc5)c(=O)c4cc3c2=O)cc1	100	100	99	106	100	105	94	101
21	Cc1ccc2nc(NC(=O)CSc3nc(-c4ccc(O)cc4)c(C#N)c(=O)[nH]3)sc2c1	95	104	73	103	101	113	99	99
22	Nc1nc(-c2ccccc2)c(CCCNc2ccc(C(=O)NC(CCC(=O)O)C(=O)O)cc2)c(=O)[nH]1 (configuration not stated)	113	109	104	120	nt	103	97	82
23	N=C(N)c1ccc(-c2ccc(-c3cc(F)cc(F)c3)o2)nc1	96	97	nt	106	88	115	86	97
24	O=C(c1cc(=O)[nH]c(=O)[nH]1)N(CCO)CCO	103	109	99	103	nt	98	105	99
25	COc1ccccc1/C=N/N1C(=O)CSC1=S	110	98	101	102	99	104	94	105
26	N#Cc1c(-c2ccco2)nc(=S)[nH]c1Cl	90	102	99	74	109	101	98	148
27	N#Cc1c(N)n2c(nc1=Nc1ccc(Cl)cc1)sc1cccc(Cl)c12	55	80	79	81	85	91	81	92
28	CCOC(=O)CSc1nc2nc(Cl)c(Cl)nc2[nH]1	98	106	100	102	102	105	100	103
29	O=C(Nc1cccc(Cl)c1)Nc1cccc(Cn2c(=O)[nH]c3ccc(Oc4ncccn4)cc3c2=O)c1	49	59	50	70	52	24	16	48
30	Cc1cccc(Cl)c1NC(=O)c1cnc(Nc2cc(N3CCOCC3)cc(S(C)(=O)=O)c2)s1	41	42	-58*	nt	nt	43	-16*	67
31	COC(=O)/C(=C\c1ccncc1)c1cccc2ccccc12	93	97	89	105	97	96	100	88
32	CN1CC(c2ccccc2)C2(SC(=NC3CCCCC3)N(Nc3ccccc3)C2=O)C12C(=O)Nc1ccccc12 (configuration not stated)	40	57	48	50	55	62	18	44

Along the list, from the results shown:
Nos. 26 to 30 in UACC-257, in turn: 101, 91, 105, 24, 43

Continuation.
nr	molecule	UACC-62	MALME-3M	LOX IMVI	SK-MEL-2	HS 578T	UACC-257	T-47D	BT-549
33	COC(=O)c1ccccc1C(=O)c1ccc(OC)cc1	98	102	104	101	101	84	90	105
34	O=C(Nc1nc2ccc(O)cc2s1)c1ccc(C(F)(F)F)cc1	39	62	nt	66	107	58	48	83
35	Cc1cc(Cl)ccc1Nc1nc(C(F)(F)F)ccc1C(=O)N/N=C/c1ccc(F)cc1	15	6.1*	0.3*	-5.5*	4.5*	8.5*	28	3.7*
36	CSC1=Nc2c(c(C)c(C)n2CCCC(=O)NCCc2cnc[nH]2)C2=NC(=O)CN12	100	109	102	121	117	114	101	120
37	CC(C)Sc1nc(Oc2ccccc2/C=C2/SC(=O)NC2=O)c(C#N)c(-c2ccc(F)cc2)n1	84	101	95	98	99	98	75	110
38	CCOC(=O)c1c(N)c(C#N)cn1-c1ccc(Cl)cc1Cl	85	110	104	117	102	111	95	98
39	CCn1cnc2c(SC)nc(N)nc21	92	115	104	115	248	94	92	117
40	CCOC(=O)c1c2c(cn1Cc1ccc(OC)c([N+](=O)[O-])c1)-c1oncc1CC2	80	123	92	113	97	115	nt	99
41	CCOC(Cn1cc([N+](=O)[O-])c(=O)[nH]c1=O)OCC	105	nt	69	95	104	108	99	94
42	CC(=O)Nc1ccc(C(=O)/C=C/c2ccc(N(C)CCOS(=O)(=O)c3ccc(C)cc3)cc2)c(O)c1	75	96	73	91	96	99	64	73
43	O=c1c2ccccc2[nH]c(=S)n1/N=C/c1ccccc1O	98	88	92	104	nt	115	93	105
44	COc1cc(CNC(=O)Cc2ccccc2[N+](=O)[O-])ccc1OCC(=O)NO	93	100	100	104	108	105	103	106
45	O=C1c2ccccc2C(=O)N1C1c2ccccc2Oc2ccccc21	88	110	92	96	106	100	81	108
46	Cc1cc(=O)[nH]c(/C(=N/Nc2ccccc2)C(=O)c2ccc(Cl)cc2)n1	92	114	99	102	84	103	77	97
47	CS(=O)(=O)Nc1nc2ccccc2c(=O)o1	97[100 µM]	106[100 µM]	nt	116[100 µM]	115[100 µM]	106[100 µM]	106[100 µM]	120[100 µM]
48	O=C1CS/C(=N\c2nc(-c3ccccc3Cl)cc(-c3ccc(Cl)cc3Cl)n2)N1	91	87	90	98	98	107	86	98

Part of the list above, with one line to a screen:
46. Cc1cc(=O)[nH]c(/C(=N/Nc2ccccc2)C(=O)c2ccc(Cl)cc2)n1
47. CS(=O)(=O)Nc1nc2ccccc2c(=O)o1
assay / compound	46	47
UACC-62	92	97[100 µM]
MALME-3M	114	106[100 µM]
LOX IMVI	99	nt
SK-MEL-2	102	116[100 µM]
HS 578T	84	115[100 µM]
UACC-257	103	106[100 µM]
T-47D	77	106[100 µM]
BT-549	97	120[100 µM]

Returning to the listing, repeating the two entries before the break.
nr	molecule	UACC-62	MALME-3M	LOX IMVI	SK-MEL-2	HS 578T	UACC-257	T-47D	BT-549
47	CS(=O)(=O)Nc1nc2ccccc2c(=O)o1	97[100 µM]	106[100 µM]	nt	116[100 µM]	115[100 µM]	106[100 µM]	106[100 µM]	120[100 µM]
48	O=C1CS/C(=N\c2nc(-c3ccccc3Cl)cc(-c3ccc(Cl)cc3Cl)n2)N1	91	87	90	98	98	107	86	98
49	Cc1ccc(S(=O)(=O)N(C(=S)OCCN2C(=O)c3ccccc3C2=O)c2ccccc2F)cc1	73	nt	85	99	74	102	81	nt
50	CCCCCCN(CCCCCC)CC(=O)c1ccc2cc(Br)c3ccccc3c2c1	101	100	106	96	101	94	89	92
51	O=C(Nc1cccc([N+](=O)[O-])c1)c1ccc(C(=O)Nc2cccc([N+](=O)[O-])c2)cc1	97	98	103	97	115	94	99	106
52	c1ccc2c([C@@H]3CCCCCC[C@H](c4c[nH]c5ccccc45)c4c3[nH]c3ccccc43)c[nH]c2c1	80	101	84	89	111	101	67	87
53	CC[C@H](C)[C@H](NC(=O)[C@@H](NC(=O)[C@@H](Cc1c[nH]cn1)NC(=O)[C@@H](Cc1ccccc1)NC(=O)[C@@H]1CCCN1C(=O)[C@@H](Cc1ccccc1)NC(=O)[C@H](C)NC(=O)[C@H](CCCCN)NC(=O)[C@@H](CS)NC(=O)[C@@H](Cc1ccccc1)NC(=O)[C@@H](NC(C)=O)[C@@H](C)O)[C@@H](C)CC)C(=O)N[C@H](CCCNC(=N)N)C(=O)N[C@H](CCCNC(=N)N)C(=O)N[C@H](CCCNC(=N)N)C(=O)N[C@H](CCCNC(=N)N)C(=O)N[C@H](CCCNC(=N)N)C(=O)N[C@H](CCCNC(=N)N)C(=O)N[C@H](CCCNC(=N)N)C(=O)N[C@H](CCCNC(=N)N)C(=O)O	58	105	80	106	104	102	87	76
54	CNC(=O)c1cc(Cn2nc(C)c(NC(=O)Nc3ccc(Cl)c(C(F)(F)F)c3)c2C)ccn1	94	99	98	82	97	79	85	99
55	CCOC(=O)c1cnc2c(N=Nc3ccc(OC)cc3)c(N)nn2c1N	97	106	110	102	104	103	104	120
56	CC(=O)NC(=O)NCN1CCOCC1	105	106	100	113	99	87	99	94

Profiles, looked up by structure. Values in the order: UACC-62 | MALME-3M | LOX IMVI | SK-MEL-2 | HS 578T | UACC-257 | T-47D | BT-549
Listed for CCCCCCN(CCCCCC)CC(=O)c1ccc2cc(Br)c3ccccc3c2c1 = 101 | 100 | 106 | 96 | 101 | 94 | 89 | 92
Listed for CCn1cnc2c(SC)nc(N)nc21 = 92 | 115 | 104 | 115 | 248 | 94 | 92 | 117
Listed for c1ccc2c([C@@H]3CCCCCC[C@H](c4c[nH]c5ccccc45)c4c3[nH]c3ccccc43)c[nH]c2c1 = 80 | 101 | 84 | 89 | 111 | 101 | 67 | 87
Listed for C=CCNC(=S)Nc1cccc(C(F)(F)F)c1 = 96 | 85 | 102 | 119 | 95 | 85 | 95 | 109
Listed for N#Cc1c(N)n2c(nc1=Nc1ccc(Cl)cc1)sc1cccc(Cl)c12 = 55 | 80 | 79 | 81 | 85 | 91 | 81 | 92

Next part:
nr	molecule	UACC-62	MALME-3M	LOX IMVI	SK-MEL-2	HS 578T	UACC-257	T-47D	BT-549
57	O=S(=O)(c1ccc(N/N=C\c2ccc(Cl)c(Cl)c2)cc1)c1ccc(N/N=C/c2ccc(Cl)c(Cl)c2)cc1	nt	102	91	nt	104	nt	101	113
58	O=C(NC1c2ccccc2Oc2ccccc21)OC1CCCCC1	80	85	63	86	nt	85	94	107
59	Cc1ccccc1N1C(=O)C2CC=CCC2C1=O (configuration not stated)	100	102	99	94	101	95	92	104
60	COc1cc(/C=C/c2ccc3c(Br)cc(Br)c(O)c3n2)ccc1O	10	54	29	nt	3.7*	25	4.7*	nt
61	O=C1c2cccc3cccc(c23)C(=O)N1CCO	99	107	88	103	108	104	109	108
62	CCCCCCCO	98	nt	100	134	102	93	104	103
63	O=C1NC(=C(Cl)Cl)/C(=N/S(=O)(=O)N2CCCCC2)N1	47	-74*	-57*	41	29	39	42	64
64	COc1cc(-c2c(NC(C)(C)C)nc3c(OCCc4ccccc4)cccn23)cc(OC)c1OC	87	109	51	94	118	98	77	80
65	COc1ccc(-n2c(SCC(=O)NNC(=S)NC(=O)c3ccc(Br)cc3)nc3cc(OC)c(OC)cc3c2=O)cc1	95	99	82	110	111	103	104	113
66	N[C@H](C(=O)O)[C@@H]1CC(Cl)=NO1	22[20 µM]	33[20 µM]	13[20 µM]	46[20 µM]	27[20 µM]	39[20 µM]	37[20 µM]	27[20 µM]
67	C1CCc2[nH]nc(-c3n[nH]c4c3CCCCC4)c2CC1	106	98	79	110	98	110	96	114
68	COc1ccc2c(c1)C(C)Cc1c(ncnc1-n1c(C)nc3ccccc31)N2C (configuration not stated)	23	58	26	34	2.5*	68	37	52
69	COc1ccc(/C=C(\C#N)c2nc3ccccc3s2)cc1	93	102	101	108	110	108	90	80
70	CCCCCCCCn1ccc2cc(NC(=O)Cn3cc(CN4CCC(C)CC4)nn3)ccc21	-78*	-70*	-85*	50	59	-36*	6.9*	78
71	[O-][N+]1(CCc2ccccc2)CCCCC1	101	103	101	104	111	99	100	95
72	CCOC(=O)C(=O)Cc1cnc2ccccc2n1	103	99	101	99	106	107	97	98
73	CNc1nc(NC)nc(-c2ccccc2)n1	100	99	98	108	104	102	100	102

Compound activity deposited in PubChem by NCI.
